Vif-APOBEC3G blk = inhibitors of Vif-APOBEC3G interaction; HeLa A3G-eYFP + Vif (tagged APOBEC3G with the HIV-1 protein that degrades it), YFP fluorescence, overnight; Potency, µM (titrated, usually from 46.1 µM), inactives show at the top dose activity, negative = active, usual class: inhibitors; actives 0.076% (n = 410,000); AID 602310;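 note: potency is the fitted concentration of half-maximal effect; % is set by controls: 0 for no effect and ±100 for the full control effect; nearly all actives have a fitted effect of over 60% in size; hits raise eYFP signal because A3G escapes Vif-driven loss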
Target sequence (Q9HC16 whole entry, looked up): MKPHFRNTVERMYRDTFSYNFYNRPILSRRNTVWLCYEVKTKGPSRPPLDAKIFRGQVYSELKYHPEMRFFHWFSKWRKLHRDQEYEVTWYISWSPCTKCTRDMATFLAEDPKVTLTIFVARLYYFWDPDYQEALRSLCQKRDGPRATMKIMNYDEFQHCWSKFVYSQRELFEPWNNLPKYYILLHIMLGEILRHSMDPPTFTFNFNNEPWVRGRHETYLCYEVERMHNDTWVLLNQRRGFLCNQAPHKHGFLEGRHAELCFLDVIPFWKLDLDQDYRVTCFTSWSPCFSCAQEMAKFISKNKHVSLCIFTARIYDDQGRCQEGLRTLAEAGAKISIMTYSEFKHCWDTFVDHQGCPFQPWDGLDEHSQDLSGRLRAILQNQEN
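HeLa cells stably expressing Vif and C-terminally eYFP-tagged A3G, seeded overnight at 37 deg C, then exposed to compound by pintool overnight at 37 deg C. Rise in yellow fluorescence (Ex 488/Em 500-530, Acumen) marks blocked Vif-driven A3G degradation.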
USP1-UAF1 inh = USP1/UAF1 (human) deubiquitinase inhibition | O94782 | recombinant USP1/UAF1, Ub-Rhodamine cleavage fluorescence | Potency, µM (titrated, usually from 57.1 µM), for the others: top-dose activity change, negative = inhibition, usual class: inhibitors | actives 0.23% (n = 390,000) | AID 743255; note: potency is the fitted concentration of half-maximal effect; % is set by controls: 0 for no effect and ±100 for the full control effect; nearly all actives have a fitted effect of over 60% in size; inactives centre near -12
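Step one: compound is pinned into 1nM USP1/UAF1 in HEPES pH 7.8 buffer with TCEP. Step two: 15 min room-temperature incubation. Step three: Ub-Rho (150nM final) starts cleavage, tracked by fluorescence over six one-minute reads.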
TrxR1 substrate = rat thioredoxin reductase 1 substrate activity. O89049. purified TrxR1 substrate turnover, NADPH consumption readout. Potency, µM (series often up to 114 µM), for inactives: at the highest dose activity change, negative = substrate turnover. actives 0.01% (n = 390,000). AID 588456; note: potency is the fitted concentration of half-maximal effect; % is set by controls: 0 for no effect and ±100 for the full control effect; nearly all actives have a fitted effect of over 50% in size
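Rat TrxR1, dispensed at 90 nM, was prereduced with 400 uM NADPH (final) for 5 min at ~22 deg C, then incubated with compound 15 min before 400 uM selenite. A first-read NADPH fluorescence drop versus no-compound background flagged substrates.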
LDHA block = inhibitors of human lactate dehydrogenase A; AID 1347041; actives 0.15% (n = 480,000); purified LDHA, NADH/diaphorase-resazurin fluorescence; stronger effect = lower value; P00338; activity change, % (values are at about 110 or 230 µM); in the data active = activity change below about -30%; inconclusive = mostly about -25% to -30%;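 note: plate controls were DMSO wells for no effect and wells without enzyme for full effect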
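Human LDH5 (2 nM) was incubated with 0.06 mM NADH and 0.2 mM pyruvate for 5 min at room temperature in Tris pH 7.4. Remaining NADH was coupled through diaphorase/resazurin, and resorufin fluorescence was read at 0 and 20 min.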
RXFP1 agonist = agonists of human relaxin receptor RXFP1 | Potency, µM (highest dose often 57.5 µM), without a hit: at the highest dose activation, actives largely listed as activators | actives 0.3% (n = 370,000) | Q9HBX9 | HEK293T-RXFP1 cAMP TR-FRET, 30 min; response scale: percent of porcine relaxin response, buffer zero | AID 2676; note: potency is the fitted concentration of half-maximal effect; % is set by controls: 0 for no effect and ±100 for the full control effect; nearly all actives have a fitted effect of over 60% in size; many of its hits are not listed in these tables
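HEK293 cells stably expressing RXFP1, treated 30 min at 37C with compounds plus PDE4 inhibitor Ro 20174; cAMP measured by HTRF TR-FRET. Normalized to buffer and 29 nM porcine relaxin; EC50 by Hill fit.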
GRP78 ERSR act = induces the endoplasmic reticulum stress response in human glioma cells. AID 602332. Potency, µM, for inactives: at the top dose activation, most hits filed as activators. actives 0.02% (n = 420,000). U87-MG GRP78 promoter luciferase reporter, 16 h; note: potency is the fitted concentration of half-maximal effect; series mostly up to about 76 µM; % of control where 0% means no effect; nearly all actives have a fitted effect of over 35% in size
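ERSR induction read as luciferase luminescence (Bright-Glo, 10 min at room temperature) in stably transfected human U87-MG glioma cells exposed to compounds for 16 h, using GRP78 as sensor.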
mIDH1 inhibitor = inhibitors of human mutant IDH1 R132H; O75874; Potency, µM (top dose mostly 76.6 µM), inactives show at the highest dose activity change, negative = inhibition, usual class: inhibitors; AID 602179; actives 0.093% (n = 390,000); IDH1-R132H enzyme, NADPH consumption, diaphorase/resazurin fluorescence; note: potency is the fitted concentration of half-maximal effect; % is set by controls: 0 for no effect and ±100 for the full control effect; nearly all actives have a fitted effect of over 65% in size
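IDH1-R132H (0.5 ug/mL) preincubated 30 min with compound, then NADPH (0.016 mM) and alpha-KG (2 mM) added; 80 min at RT, pH 7.5. Remaining NADPH coupled via diaphorase/resazurin to fluorescence (540/590 nm); concentration-response curves normalized to no-enzyme control.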
PI4K2A block = inhibitors of human PI4K2A | purified PI4K2A, ADP-Glo luminescence, 1 h; stronger effect = lower value | activity change, negative = inhibition, % at 76.9 µM | AID 1346378 | Q9BTU6 | actives 0.13% (n = 420,000); in the data active = activity change below about -50%; inconclusive = mostly about -30% to -49%;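 note: -100% = wells without enzyme as full effect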
Target sequence (Q9BTU6 whole entry, looked up): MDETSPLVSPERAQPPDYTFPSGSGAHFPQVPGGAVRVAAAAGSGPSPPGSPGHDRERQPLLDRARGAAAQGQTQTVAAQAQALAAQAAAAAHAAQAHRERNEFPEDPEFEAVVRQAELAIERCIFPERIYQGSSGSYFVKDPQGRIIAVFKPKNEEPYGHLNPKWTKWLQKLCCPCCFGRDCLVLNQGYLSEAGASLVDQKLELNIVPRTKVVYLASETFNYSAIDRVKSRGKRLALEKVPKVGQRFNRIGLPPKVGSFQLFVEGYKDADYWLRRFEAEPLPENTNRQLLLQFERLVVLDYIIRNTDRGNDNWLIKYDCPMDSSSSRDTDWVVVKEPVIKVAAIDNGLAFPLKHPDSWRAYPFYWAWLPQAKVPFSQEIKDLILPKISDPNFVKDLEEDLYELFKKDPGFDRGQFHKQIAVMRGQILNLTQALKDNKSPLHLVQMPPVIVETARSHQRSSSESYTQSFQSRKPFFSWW
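In this quantitative HTS, ADP production by PI4K2A was quantified luminescently after 1 h at ambient temperature; 100 microM adenosine served as plate-quality control.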
Vif-A3F inh = blocks the Vif interaction with APOBEC3F; actives 0.2% (n = 390,000); AID 602313; HeLa A3F-eYFP + Vif (tagged APOBEC3F with the HIV-1 protein that degrades it), YFP fluorescence increase; Potency, µM (series often up to 46.1 µM), for inactives: top-dose activity, negative = active; note: potency is the fitted concentration of half-maximal effect; % of control where 0% means no effect; nearly all actives have a fitted effect of over 65% in size
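HeLa cells stably expressing Vif plus C-terminally eYFP-tagged A3F were seeded, incubated overnight at 37 deg C, dosed with compound, incubated overnight again at 37 deg C. Yellow fluorescence (Ex 488/Em 500-530) reported blocked Vif-mediated A3F-eYFP degradation.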
Active calls of the source: *; ? = inconclusive; · = no result given; [ ] = dose if it differs, or a comment. Unless noted, calls come from the whole dose curve; as a rule, active = well fitted curve in the direction sought with a large enough effect; inconclusive = small, poorly fitted or top-dose-only effect, or another doubt; inactive = no such curve, though single readings can be large; an effect the other way counts as inactive or inconclusive. The list is partial. The share of hits here may be higher or lower than overall.

| Molecule | Vif-APOBEC3G blk | USP1-UAF1 inh | TrxR1 substrate | LDHA block | RXFP1 agonist | GRP78 ERSR act | mIDH1 inhibitor | PI4K2A block | Vif-A3F inh |
| --- | --- | --- | --- | --- | --- | --- | --- | --- | --- |
| COc1cccc(NC(=O)c2ccc(CN3CCN(c4ccccc4)CC3)cc2)c1 | -2.9% | -18.3% | -0.3% | 0.0 | -0.2% | 3.6% | 7.8% | -5.7 | -13.7% |
| Cc1cccc(NC(=O)COc2ccc(Br)cc2)n1 | -0.2% | -4.1% | 0.6%[57.1 µM] | -1.3 | -3.4% | 6.0% | 5.4% | 5.8 | -11.5% |
| COc1ccc2sc(-c3ccc(S(C)(=O)=O)cc3)c(C(=O)NCCCN3CCCC3=O)c2c1 | -1.0% | -26.0% | 4.8% | 6.8 | · | -0.4% | 12.5% | -21.5 | 3.4% |
| COc1ccc(OCCNC(=O)/C=C/c2ccc([N+](=O)[O-])cc2)cc1 | 0.1% | -19.7% | -5.3% | 0.0 | 5.9% | -1.0% | 3.8% | 0.6 | 2.6% |
| CCc1cnc2c(c1SCC(=O)NCc1ccccc1Cl)c(=O)n(C)c(=O)n2C | -0.9% | -18.7% | -3.9%[57.1 µM] | -7.2 | 4.1% | -1.1% | -11.7% | 1.5 | -1.8% |
| Cc1cc(Br)cn2c(Cc3cccc(F)c3)c(-c3ccccc3)nc12 | -13.6% | · | · | -3.9 | · | -2.2% | · | 1.1 | · |
| CCCCC(=O)OCC(=O)c1[nH]c(C)c(C(C)=O)c1C | -2.4% | -15.6% | 0.1% | -3.7 | -0.5% | 7.3% | 0.7% | 12.9 | 1.8% |
| CCOc1ccc(CCNS(=O)(=O)c2cn(C)cn2)cc1OCC | -1.8% | -10.1% | 12.1% | -0.2 | 2.6% | 0.4% | 2.8% | -2.3 | -0.9% |
| CCCOCc1cc(CN2CCN(c3cccc(Cl)c3)CC2)c(O)c2ncccc12 | -2.6% | ? | 5.2% | 3.1 | 1.2% | -4.7% | -3.0% | -1.1 | ? |
| O=C(CCl)Nc1cccc(S(=O)(=O)NC2=NCCC2)c1 | ? | -7.1% | 3.9% | -4.8 | 0.0% | 2.6% | 1.5% | 5.6 | 4.3% |
| COc1ccc(S(=O)(=O)Nc2ccc3c(c2)N(C(C)=O)CCC3)cc1F | -2.2% | -10.0% | 5.6%[57.1 µM] | -4.9 | -1.7% | -9.3% | -0.6% | -8.3 | 9.0% |
| CCCCN(C(=O)c1cc(S(=O)(=O)N2CCCCCC2)ccc1OC)c1c(N)n(CCC)c(=O)[nH]c1=O | -6.8% | -2.5% | -2.8% | -4.2 | -0.6% | -3.1% | 5.5% | 1.6 | 0.2% |
| O=C(O)/C=C/C(=O)Nc1ccc2c(c1)NC(=O)CO2 | -0.9% | -13.2% | 1.8%[57.1 µM] | 17.8 | 2.2% | -2.2% | 7.2% | 2.9 | -6.7% |
| Cc1cc(Br)c(NC(=O)CCl)c(Br)c1 | -3.8% | -22.2% | 0.8% | -11.5 | 1.9% | -2.5% | -5.2% | 1.4 | -2.7% |
| O=[N+]([O-])c1cccc(COc2ncnc3cc([N+](=O)[O-])ccc23)c1 | 5.6% | -25.8% | 0.8% | 4.4 | 28.2µM* | -3.1% | 6.8% | -8.7 | 11.6% |
| O=c1cc(CSc2ccc(Cl)cc2)nc(-c2ccccn2)[nH]1 | -12.9% | -21.5% | 0.2%[57.1 µM] | -1.1 | 1.9% | ? | -7.9% | ? | -8.5% |
| COCCNC(=O)c1cc2c(c(-c3cccc(C#Cc4ccc(OC)c(OC)c4)c3)n1)[C@H](CCO)N(S(=O)C(C)(C)C)C2 (some centres not stated) | -1.5% | · | · | 4.0 | · | -3.3% | · | -2.5 | · |
| CC(=O)Cn1cnc2c(cnn2-c2ccc(C)c(C)c2)c1=O | -10.2% | -28.0% | 11.1% | 0.9 | -2.6% | 4.2% | -7.0% | -2.2 | 5.1% |
| O=C(COc1ccc2c(c1)CCC2)N1CCN(c2ccccc2F)CC1 | -0.3% | -4.5% | -14.0% | -4.6 | -0.6% | -3.4% | -0.4% | 1.9 | -0.4% |
| O=C(O)C1C2C=CC3(CN(CC(O)COc4ccccc4)C(=O)C13)O2 (configuration not stated) | 1.4% | -12.6% | -4.0% | -3.6 | -0.7% | ? | 8.9% | 0.0 | -11.4% |
| O=C(NCCc1cccc(Cl)c1)c1ccc2c(c1)OCO2 | 2.0% | -22.6% | -1.7% | -1.4 | 0.4% | -11.7% | -5.4% | 3.9 | -1.3% |
| Cc1ccc(C)c(C(=O)C(C)OC(=O)c2cccn2C)c1 (configuration not stated) | -1.8% | -20.7% | -9.4% | 3.0 | 2.4% | 3.0% | 3.9% | -3.1 | -5.8% |
| Cc1cc(C(=O)N/N=C/c2cc(Br)c(Br)o2)n[nH]1 | 0.9% | -9.0% | -1.2% | 14.3 | 4.2% | 3.4% | 6.0% | -20.0 | 4.0% |
| CCOC(=O)c1c(-c2ccccc2)oc2ccc(OCC(O)CNCCN(C)C)cc12 (configuration not stated) | -18.2% | -16.5% | 34.5%[activator][57.1 µM] | -4.7 | -0.1% | -9.2% | -0.8% | 8.4 | 8.5% |
| Cn1c(SCC(=O)NCc2ccco2)nc2ccccc2c1=O | -0.6% | -22.0% | -4.0% | -4.7 | -2.4% | -16.5% | -4.7% | 5.3 | -4.2% |

4 entries from above, with each value named.
mol: COc1ccc(S(=O)(=O)Nc2ccc3c(c2)N(C(C)=O)CCC3)cc1F
  Vif-APOBEC3G blk: -2.2%	USP1-UAF1 inh: -10.0%	TrxR1 substrate: 5.6%[57.1 µM]	LDHA block: -4.9	RXFP1 agonist: -1.7%	GRP78 ERSR act: -9.3%	mIDH1 inhibitor: -0.6%	PI4K2A block: -8.3	Vif-A3F inh: 9.0%

mol: CCCCN(C(=O)c1cc(S(=O)(=O)N2CCCCCC2)ccc1OC)c1c(N)n(CCC)c(=O)[nH]c1=O
  Vif-APOBEC3G blk: -6.8%	USP1-UAF1 inh: -2.5%	TrxR1 substrate: -2.8%	LDHA block: -4.2	RXFP1 agonist: -0.6%	GRP78 ERSR act: -3.1%	mIDH1 inhibitor: 5.5%	PI4K2A block: 1.6	Vif-A3F inh: 0.2%

mol: O=C(O)/C=C/C(=O)Nc1ccc2c(c1)NC(=O)CO2
  Vif-APOBEC3G blk: -0.9%	USP1-UAF1 inh: -13.2%	TrxR1 substrate: 1.8%[57.1 µM]	LDHA block: 17.8	RXFP1 agonist: 2.2%	GRP78 ERSR act: -2.2%	mIDH1 inhibitor: 7.2%	PI4K2A block: 2.9	Vif-A3F inh: -6.7%

mol: Cc1cc(Br)c(NC(=O)CCl)c(Br)c1
  Vif-APOBEC3G blk: -3.8%	USP1-UAF1 inh: -22.2%	TrxR1 substrate: 0.8%	LDHA block: -11.5	RXFP1 agonist: 1.9%	GRP78 ERSR act: -2.5%	mIDH1 inhibitor: -5.2%	PI4K2A block: 1.4	Vif-A3F inh: -2.7%
